p47phox inh: p47phox/p22phox peptide binding inhibitors, primary screen, biochemical, uHTS, NADPH oxidase regulatory subunit. Neutrophil cytosol factor 1 (Homo sapiens), P14598. fluorescence polarization, 2 h. inhibition, % at 24.7 µM. 220,000 compounds, 0.53% hits;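 active = inhibition above about 30%, limit read from the data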;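 also: 0% = p47phox with labelled peptide and 100% = labelled peptide alone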
Ba/F3 V617F tox: reduced viability of JAK2V617F-dependent Ba/F3 cells, primary screen, JAK2V617F inhibitor project, cell-based, Ba/F3 EpoR-JAK2V617F, luminescence | ATP luminescence | inhibition, % at 5.6 µM | 220,000 compounds, 1.1% hits;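 active = inhibition above the campaign mean plus 3 SD over all tested compounds, cut at about 24% in these data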;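 also: cytokine-independent growth of Ba/F3 cells driven by EpoR plus mutant JAK2; 0% = DMSO-treated cells and 100% = JAK inhibitor I control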
BaF3 tox: parental Ba/F3 cell viability inhibition, counter-screen for JAK2V617F inhibitor project, murine pro-B, CellTiter-Glo luminescence | CellTiter-Glo ATP luminescence | inhibition, % at 5.6 µM | 220,000 compounds, 1.1% hits;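 active = inhibition above a per-campaign cutoff, the mean inhibition of all tested compounds plus 3 SD, cut at about 27% in these data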;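 also: 0% = DMSO wells and 100% = JAK Inhibitor I control wells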
PPC-1+TRAIL kill: compounds killing PPC-1 cancer cells with TRAIL present, primary screen, TRAIL potentiator project, ATPLite luminescence, uHTS | 220,000 compounds, 0.41% hits | PPC-1 cells + TRAIL, ATPLite viability luminescence | cell killing (% activity), % at 4 µM;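 active = cell killing above 50% in the first pass at 4 µM, then a duplicate retest at 5 µM averaging 50% or more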;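 also: plate controls were cells with TRAIL plus DMSO for no effect and medium-only wells lacking cells for full effect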
Furin inhibitor: human furin inhibitors, primary screen, biochemical, fluorescence intensity | purified furin, fluorogenic substrate cleavage | inhibition, % at 30 µM | 220,000 compounds, 0.061% hits | AID 463115, 2010; in the data active = inhibition above about 25%; also: inactives centre near -15
Target sequence (P09958 108-714 limits assumed): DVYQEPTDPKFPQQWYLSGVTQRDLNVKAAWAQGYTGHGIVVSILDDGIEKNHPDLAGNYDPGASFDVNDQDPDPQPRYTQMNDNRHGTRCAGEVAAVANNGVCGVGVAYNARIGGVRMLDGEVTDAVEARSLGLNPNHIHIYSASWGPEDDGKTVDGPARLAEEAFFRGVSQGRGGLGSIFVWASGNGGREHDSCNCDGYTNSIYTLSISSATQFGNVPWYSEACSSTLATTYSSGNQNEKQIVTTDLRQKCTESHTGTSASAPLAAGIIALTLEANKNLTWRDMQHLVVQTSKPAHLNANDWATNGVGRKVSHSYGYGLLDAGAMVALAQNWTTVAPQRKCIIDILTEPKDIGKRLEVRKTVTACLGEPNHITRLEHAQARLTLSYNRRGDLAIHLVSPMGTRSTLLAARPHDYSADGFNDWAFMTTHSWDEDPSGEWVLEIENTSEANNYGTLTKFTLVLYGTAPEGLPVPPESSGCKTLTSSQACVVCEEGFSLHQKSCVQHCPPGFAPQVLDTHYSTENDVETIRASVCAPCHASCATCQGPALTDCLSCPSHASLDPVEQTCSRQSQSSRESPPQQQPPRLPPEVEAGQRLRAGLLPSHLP
TbHK1 inh: Trypanosoma brucei hexokinase 1 inhibitors, primary screen, biochemical, G6PDH-coupled NADH absorbance, MLSCN library | recombinant TbHK1, G6PDH-coupled NADH A340 | AID 1430, 2008 | inhibition, % at 10 µM | hexokinase 1 [Trypanosoma brucei] | 220,000 compounds, 0.11% hits;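 active = inhibition of 50% or more in the single-dose primary screen; inactive = inhibition below 50%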
RBBP9 inh: human RBBP9 inhibitors, primary screen, biochemical, fluorescence polarization, FP-Rh probe, HTS; inhibition, % at 7.94 µM; 220,000 compounds, 0.2% hits; recombinant RBBP9;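 active = inhibition above the campaign mean of all tested compounds plus 3 SD, cut at about 14% in these data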;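 also: plate controls were DMSO wells with RBBP9 for no effect and wells lacking RBBP9 protein for full effect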
Target sequence (O75884 whole entry, looked up): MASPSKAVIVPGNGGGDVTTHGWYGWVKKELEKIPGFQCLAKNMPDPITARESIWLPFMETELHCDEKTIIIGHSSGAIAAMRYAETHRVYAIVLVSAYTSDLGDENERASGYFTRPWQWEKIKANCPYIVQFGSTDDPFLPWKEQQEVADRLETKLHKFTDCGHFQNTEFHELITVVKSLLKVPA
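System: RBBP9 protein / Buffer or medium: Tris/NaCl buffer pH 8.0 with 0.1% Pluronic / Probe or stimulus: Serine-hydrolase probe FP-Rh, 375 nM pre-mixing / Dosing: 7.94 µM single dose, 0.794% DMSO / Times: enzyme-compound preincubation 30 min, then probe labeling 45 min, 25 °C / Technique: fluorescence polarization (mP), excitation 525 nm, emission 598 nm / Replication: singlicate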
p97 ATPase inh: inhibitors of human p97 ATPase, primary screen, biochemical; Transitional endoplasmic reticulum ATPase (Homo sapiens), P55072; recombinant p97 ATPase, Kinase-Glo ATP luminescence, 3 h; inhibition, % at 8 µM; 220,000 compounds, 0.42% hits; AID 1481, 2009; in the data active = inhibition above about 15%;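 also: 0% = DMSO vehicle and 100% = wells lacking enzyme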
PGE2 EP2 inh: human EP2 receptor antagonists, primary screen, TR-FRET cAMP, C6 glioma cells; C6 glioma cells expressing human EP2; cells stimulated with saturating PGE2; inhibition, % at 25 µM; Prostaglandin E2 receptor EP2 subtype (Homo sapiens), P43116; 260,000 compounds, 0.52% hits;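 active = percent inhibition above 40 after rounding to a whole number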;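 also: rat C6 glioma host cells with rolipram phosphodiesterase inhibitor present; the protocol text gives 20 µM as final concentration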
Starred values were filed as active, the others as inactive; . = not tested or not shown; + = active, no number; & = joins results of further samples; [ ] = another dose, or the depositor's remark. An excerpt. The share of hits here may be higher or lower than overall.

SMILES	p47phox inh	Ba/F3 V617F tox	BaF3 tox	PPC-1+TRAIL kill	Furin inhibitor	TbHK1 inh	RBBP9 inh	p97 ATPase inh	PGE2 EP2 inh
O=[N+]([O-])c1ccc(-c2cnc[nH]2)cc1	-8	-4	1	2	-4	-41	2	6	8
O=C(COC(=O)c1ccncc1)Nc1cccc(Cl)c1	-21	-1	0	4	-27[20 µM]	-2	-14	5	17
Cc1cc(N2CCCCC2)nc2ccccc12	-2	4	3	7	-3	-10	-8	-2	6
Cc1cc(S(=O)(=O)N2CCC(NC(=O)C34CC5CC(CC(C5)C3)C4)CC2)ccc1-n1cnnn1	-4	-2	-1	23	-20	6	-11	4	-1
COc1cc(/C=N/N2C(=O)C3C4C=CC(CC4)C3C2=O)ccc1O (stereo not given)	-9	0	5	-22	-16	-48	-6	-1	2
O=C(COc1cccc(NC(=O)c2cccc([N+](=O)[O-])c2)c1)c1ccc(F)cc1	-16	-1	8	-6	-21[20 µM]	9	-11	4	39
Cc1[nH]c(=O)c(C#N)c2c1CSC(C)(C)C2	-15	5	1	33	2[20 µM]	-16	-14	-3	12
COc1ccccc1NC(=O)c1ccc(NC(=O)CN2CCCC2)cc1	0	3	8	15	-27	-4	-5	1	7
CC(C)CCC(CC(C)O)c1n[nH]c(=S)n1-c1ccccc1 (stereo not given)	-16	5	11	-1	-16	10	0	-11	11
CCN(CC)/C(=N/O)NC(=O)NS(=O)(=O)c1ccc(C)cc1	-10	0	5	19	-27[20 µM]	-5	-12	-2	8
COc1ccc(-c2csc(/C(C#N)=C/Nc3cc4oc5ccccc5c4cc3OC)n2)cc1	-95	-1	3	-3	-13	-5	-3	2	10
Cc1cccc(NC(=O)COc2ccccc2)c1	-7	-4	0	-29	-21[20 µM]	3	-10	5	4
CC(=O)N1C(=O)N(C)C2C1N(C)C(=O)N2C(C)=O (stereo not given)	-7	-6	-1	-10	-11	2	-3	12	15
COC(=O)c1ccc(NC(=O)c2ccccc2N(C)S(=O)(=O)c2ccccc2)cc1	-6	-1	1	19	-13[20 µM]	-7	-9	-1	.
CCOc1ccc2[nH]cc(C(=O)NCCCN3CCOCC3)c(=O)c2c1	3	-1	-5	20	-16	-6	-9	6	6
CNC(=O)NC(=S)NC(=O)c1ccc(OC)cc1	-8	-1	1	-1	-23	0	-9	5	6
O=C(O)C1NCCc2ccccc21 (stereo not given)	-2	3	5	2	-7	-2	-5	-2	7
Cc1c(Cc2c(Cl)cccc2Cl)c(=O)ccn1C(C)c1ccccc1 (stereo not given)	-8	-3	4	-7	0	15	-1	-1	15
Cc1ccc(NC(=O)c2sc3nc(C)nc(N4CCN(c5ccccn5)CC4)c3c2C)c(C)c1	-9	-1	0	-3	-9	-12	6	3	4
CCOc1ccc(S(=O)(=O)NCCCN2CCOCC2)cc1	-12	1	4	-6	-13[20 µM]	-3	-7	-6	11&4
Cc1ccc(C)c(NC(=S)N2CCN(c3cccc(C(F)(F)F)c3)CC2)c1	3	0	0	-7	-17[20 µM]	-1	-8	0	6
Cc1cccc(CC(=O)c2c[nH]c3ccccc23)c1	-1	-4	-2	10	-26	-3	-2	5	2
CN(CC(=O)NCCCN1CCOCC1)S(=O)(=O)c1ccc(Br)cc1	-5	3	3	11	-15[20 µM]	4	-5	-6	13
COc1ccc(-c2cc(C#N)nc(N3CCN(C)CC3)n2)cc1	-19	-2	7	33	-12	-18	-10	1	7
COc1ccccc1CNC(=O)Cc1ccc(Br)cc1	-5	3	8	5	-19	-1	-8	1	12

2 entries picked at random from those above:
SMILES	p47phox inh	Ba/F3 V617F tox	BaF3 tox	PPC-1+TRAIL kill	Furin inhibitor	TbHK1 inh	RBBP9 inh	p97 ATPase inh	PGE2 EP2 inh
CCN(CC)/C(=N/O)NC(=O)NS(=O)(=O)c1ccc(C)cc1	-10	0	5	19	-27[20 µM]	-5	-12	-2	8
Cc1cccc(CC(=O)c2c[nH]c3ccccc23)c1	-1	-4	-2	10	-26	-3	-2	5	2

(listing goes on)
SMILES	p47phox inh	Ba/F3 V617F tox	BaF3 tox	PPC-1+TRAIL kill	Furin inhibitor	TbHK1 inh	RBBP9 inh	p97 ATPase inh	PGE2 EP2 inh
CN(C)c1ccc(SC#N)cc1	-18	-4	-4	8	-15	-3	-1	7	15
Cc1c(Cl)cccc1N1CC(C(=O)Nc2nccs2)CC1=O (stereo not given)	+	-2	6	44	-26	-1	-2	2	15
CCCCNC(=S)N1CCN(c2nc3ccccc3s2)CC1	3	-5	0	-7	-24	-4	-5	1	0
O=C(COC(=O)c1oc2ccccc2c1CSc1ccc(Cl)cc1)NC1CCCC1	-1	3	8	1	0	3	-6	-8	11
COc1ccc(C(c2sc3nc(C)nn3c2O)N2CCN(CCO)CC2)cc1OC (stereo not given)	10	4	2	29	-6	-27	-2	-9	13
COc1ccc(-c2nc(CSCC(=O)NCCC3=CCCCC3)c(C)o2)cc1OC	-11	0	6	-17	1[20 µM]	-1	-9	-5	14
Cc1cc(-c2nn(-c3ccccc3)cc2/C=C2\SC(N)=NC2=O)ccc1OC(C)C	-75	-3	5	19	-28	-8	-2	7	6
O=C(COc1ccc(Cl)cc1)N1CCN(S(=O)(=O)c2ccccc2)CC1	2	5	5	14	-2[20 µM]	-1	-3	-3	12
Cn1c(Cc2ccccc2)nnc1SCC(=O)Nc1ccccc1N1CCOCC1	-5	0	0	29	-9[20 µM]	1	-7	3	10&6
O=C(NCCc1c[nH]c2ccccc12)C1Cc2ccccc2CN1C(=O)c1ccco1 (stereo not given)	-11	-3	-1	1	-22	2	-8	1	2
COC(CNC(=O)c1ccc(N2CCCC2=O)cc1)OC	7	0	2	25	-13[20 µM]	5	-1	-3	3
O=C(CCC(=O)N(CC(=O)NC1CCCC1)Cc1cccs1)Nc1nccs1	-4	0	4	-2	-17	-5	-10	-1	4&13
O=C(CCC1CCCN(C2C3CC4CC(C3)CC2C4)C1)NCc1ccc(F)c(F)c1 (stereo not given)	-4	0	4	3	-17	-4	-11	-2	6
NC(N)=NC(N)=Nc1cccc(Cl)c1	-3	.	.	-4	-30	-3	.	.	25&14
COc1ccc(O)c(-c2[nH]ncc2C(=O)c2ccccc2C)c1	-11	0	5	4	-22	0	-6	-4	8
O=C(CSc1nnnn1-c1ccc(Cl)cc1)N1CCc2ccccc2C1	-18	1	6	-14	1	8	-9	-10	6
CCSc1nnc(NC(=O)C2CC=CCC2C(=O)O)s1 (stereo not given)	-7	0	5	-13	2[20 µM]	17	8	-1	12
Cc1cc2nc(C)c(=O)n(C)c2cc1C	1	2	7	7	-12	-11	0	2	10
CN(C)c1nnnn1-c1ccc(Oc2ccccc2)cc1	-10	0	5	0	-25	-3	-3	9	15
Cc1ccccc1OCC(=O)NN1C(=O)C2C3C=CC(O3)C2C1=O (stereo not given)	-15	0	7	-9	-20	3	-9	4	2
CCCCNC(=O)C1CCN(C/C(C)=C/c2ccccc2)CC1	-7	3	6	3	-4[20 µM]	4	-5	-6	7
Oc1ccc(/C=N/n2cnn(Cc3ccccc3Cl)c2=S)c(O)c1	-8	-2	7	6	-9	-8	-6	2	11
O=C(N/N=C/c1ccco1)c1cccc(S(=O)(=O)Nc2ccccc2Cl)c1	-4	4	6	4	7	15	-8	-4	7
CCN1CCN(C(=O)CN(C)S(=O)(=O)c2ccc(OC)c(C)c2)CC1	2	-4	2	-13	-27[20 µM]	-10	2	5	7
CCN(CC)S(=O)(=O)c1ccc(N2CCOCC2)c(NC(=O)COc2ccccc2C#N)c1	-32	-7	-1	26	-18	-3	-4	14	3
SMILES	p47phox inh	Ba/F3 V617F tox	BaF3 tox	PPC-1+TRAIL kill	Furin inhibitor	TbHK1 inh	RBBP9 inh	p97 ATPase inh	PGE2 EP2 inh
NC(=O)c1ccc(NC(=O)COC(=O)c2ccc3c(c2)OCCO3)cc1	-17	-1	-3	-5	-26	-2	0	4	4
CC(=O)c1c(C)[nH]c(C(=O)OC2CCCCC2=O)c1C (stereo not given)	2	4	7	19	-8	0	-10	1	10
Cc1cc(CNC(=O)COc2ccc(F)cc2)c2ccccc2n1	19	3	10	14	-25	-5	-3	0	13
COc1ccccc1Cn1c(-c2ccccc2OC)nc2ccccc21	4	-3	1	4	-14[20 µM]	-4	1	0	9
CCOCCCNC(=O)CC1Oc2ccc(C)cc2NC1=O (stereo not given)	4	-4	2	8	-27	-3	-5	14	7
CCOC(=O)c1cccc(NS(=O)(=O)c2ccc(NC(C)=O)cc2)c1	-2	-1	5	23	-6[20 µM]	-2	-9	2	8
O=C(O)CN1C(=O)C2C3CC(C2C1=O)C1C(c2ccccc2)c2sc(=O)[nH]c2SC31 (stereo not given)	-3	-1	6	-6	-18	8	-10	4	7
O=C(Cc1ccccc1)Nc1ccc(NC(=O)c2cccs2)cc1Cl	1	5	4	12	-12	1	-7	0	10&10
O=C(Nc1ccc(F)cc1)Nc1ccccc1NS(=O)(=O)c1cccs1	-2	-3	1	-1	0	0	-7	1	6
CCN(c1ccccc1)S(=O)(=O)c1ccc(N)cc1	-20	-3	-2	29	-31	-6	-4	21*	20
O=C(Nc1ccc(Nc2ccccc2)cc1)C(Cl)(Cl)Cl	-4	-4	50*	24	0	14	2	8	19
O=C1CCCN1CC1CCCN(Cc2nc(COc3ccccc3)no2)C1 (stereo not given)	3	-3	-1	3	-31	0	1	6	11
Oc1ccc(/C=N/Nc2ccccc2)cc1	-10	4	-2	9	-15	-17	-8	6	3
NC(=O)c1ccc(NC(=O)COc2ccc([N+](=O)[O-])cc2Cl)cc1	-3	5	8	21	-7	2	-6	-4	21
O=C(COC(=O)c1ccc(S(=O)(=O)N2CCc3ccccc3C2)cc1)NC1CCS(=O)(=O)C1 (stereo not given)	-1	-1	1	16	-19	0	5	9	5
O=c1c2ccccc2[nH]c(=S)n1Cc1cccnc1	0	-2	1	0	-20	1	3	5	10
CCN(CC)c1ccc(NC(=O)CSc2nnc3nc(C)cc(C)n23)cc1	-6	-5	0	16	-14[20 µM]	-2	6	4	13
CCOC(=O)CNc1nc(Cl)nc(Nc2ccc(C)cc2)n1	-6	2	1	14	2	-1	-2	-3	2
O=C(CCCCCNC(=S)Nc1ccccc1)C[N+](=O)[O-]	4	-2	6	0	-22	-7	11	5	3
CCOC(=O)CSc1nc2sc(C(=O)O)c(C)c2c(=O)[nH]1	4	-1	6	28	-21	-9	-4	3	9
COc1ccc(N2CCN(C(=O)CN(c3ccc(Br)cc3)S(C)(=O)=O)CC2)cc1	2	-1	4	0	2[20 µM]	-11	5	-3	6
O=C(N/N=C/c1ccc2c(c1)OCO2)c1sc2cccc(Cl)c2c1Cl	4	0	2	17	-11[20 µM]	2	-1	-5	16

Three entries already listed, arranged by the value under RBBP9 inh, lowest first.
| SMILES | RBBP9 inh |
| --- | --- |
| CCOC(=O)CNc1nc(Cl)nc(Nc2ccc(C)cc2)n1 | -2 |
| NC(=O)c1ccc(NC(=O)COC(=O)c2ccc3c(c2)OCCO3)cc1 | 0 |
| COc1ccccc1Cn1c(-c2ccccc2OC)nc2ccccc21 | 1 |

Screens (PubChem)
